Screens deposited in PubChem by National Center for Advancing Translational Sciences (NCATS).
GoLoco inh red = inhibitors of human Gai1-RGS12 GoLoco interaction (red fluorophore); Gai1:RGS12 GoLoco peptide FP, rhodamine, 10 min; Potency, µM (doses to about 61.6 µM), for inactives: top-dose activity, negative = inhibition, most hits filed as inhibitors; actives 0.44% (n = 230,000); active means well fitted inhibition curve with a large enough effect, not every such curve was filed as active; inactive means no such curve, though single readings can be large or run the other way; further: on the % scale 0 is the no-effect control and ±100 the full control effect; nearly all actives have a fitted effect of over 30% in size; many of its hits are not listed in these tables
Target sequence (P63096 whole entry, looked up): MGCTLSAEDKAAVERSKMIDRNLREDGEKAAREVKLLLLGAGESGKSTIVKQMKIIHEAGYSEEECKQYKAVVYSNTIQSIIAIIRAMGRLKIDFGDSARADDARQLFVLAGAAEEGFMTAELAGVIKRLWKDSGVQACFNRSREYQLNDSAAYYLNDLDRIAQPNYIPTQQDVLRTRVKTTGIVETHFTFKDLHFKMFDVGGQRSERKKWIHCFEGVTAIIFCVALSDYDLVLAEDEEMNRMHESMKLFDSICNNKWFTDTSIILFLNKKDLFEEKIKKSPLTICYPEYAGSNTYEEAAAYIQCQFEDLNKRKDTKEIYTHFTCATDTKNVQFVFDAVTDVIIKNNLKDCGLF
KDM4E inh = inhibitors of human JMJD2E histone demethylase; B2RXH2; JMJD2E catalytic domain, FDH-coupled NADH fluorescence (FDH is formaldehyde dehydrogenase); Potency, µM (titrated, usually from 57.1 µM), for inactives: at the top dose activity change, negative = inhibition, hits mostly inhibitors; actives 1.6% (n = 230,000); active means well fitted inhibition curve with a large enough effect, not every such curve was filed as active; inconclusive means small, poorly fitted or top-dose-only effect, or another doubt; inactive means no such curve, though single readings can be large or run the other way;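 further: 0% = wells with enzyme and -100% = buffer wells without enzyme; nearly all actives have a fitted effect of over 50% in size; many of its hits are not listed in these tables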
Target sequence (B2RXH2 1-337 limits assumed): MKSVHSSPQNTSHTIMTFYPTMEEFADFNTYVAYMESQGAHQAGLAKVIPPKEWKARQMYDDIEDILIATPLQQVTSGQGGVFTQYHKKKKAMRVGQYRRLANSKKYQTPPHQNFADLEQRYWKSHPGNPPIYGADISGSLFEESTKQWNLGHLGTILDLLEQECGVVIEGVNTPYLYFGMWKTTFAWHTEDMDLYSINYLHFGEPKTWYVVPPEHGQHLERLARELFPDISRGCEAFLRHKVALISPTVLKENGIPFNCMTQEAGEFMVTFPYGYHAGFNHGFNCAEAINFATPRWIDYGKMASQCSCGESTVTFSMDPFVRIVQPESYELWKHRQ
GLA spleen mod = inhibits or activates alpha-galactosidase in human spleen homogenate | actives 0.008% (n = 240,000) | human spleen homogenate, 4MU-alpha-Gal fluorescence, 40 min | Potency, µM (top dose mostly 80 µM), inactives show at the highest dose activity change, negative = inhibition, most hits filed as inhibitors | P06280 | AID 2107;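 further: 0% = enzyme with vehicle and -100% = no enzyme basal signal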
Target sequence (P06280 32-429 limits assumed): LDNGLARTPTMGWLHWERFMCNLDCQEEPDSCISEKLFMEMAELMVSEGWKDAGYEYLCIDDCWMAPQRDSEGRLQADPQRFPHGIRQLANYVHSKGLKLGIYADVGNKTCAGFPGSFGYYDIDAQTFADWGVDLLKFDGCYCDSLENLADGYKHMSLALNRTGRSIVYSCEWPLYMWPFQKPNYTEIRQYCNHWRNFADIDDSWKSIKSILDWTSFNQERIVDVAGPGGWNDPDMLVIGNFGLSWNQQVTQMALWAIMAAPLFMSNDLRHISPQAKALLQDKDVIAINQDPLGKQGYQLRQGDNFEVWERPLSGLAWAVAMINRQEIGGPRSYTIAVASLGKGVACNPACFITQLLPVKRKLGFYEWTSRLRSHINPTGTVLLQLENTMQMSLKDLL
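Spleen homogenate 1 ug + cpd (titration) + 4-MU-alpha-D-galactopyranoside 1 mM; 37C 40 min; 50 mM citrate/phosphate pH 5.0, 0.01% Tween-20; stop pH 10; fluorescence 365/440; AC50 via Hill.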
GAA spleen mod = inhibits or activates alpha-glucosidase in human spleen homogenate | actives 0.006% (n = 240,000) | human spleen homogenate, 4-MU-alpha-glucoside fluorescence | Potency, µM (top dose mostly 79.9 µM), for the others: at the top dose activity change, negative = inhibition, most hits filed as inhibitors | AID 2112;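 further: 0% = enzyme with vehicle and -100% = no enzyme basal signal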
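Human spleen homogenate (1 ug) incubated with compounds and 1 mM 4-methylumbelliferyl-alpha-D-glucopyranoside in pH 5.0 citrate/phosphate buffer, 37 C, 40 min. Stopped at pH 10; 4-MU fluorescence (Ex 365/Em 440 nm); AC50 by Hill fit.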
ALDH1A1 block = ALDH1A1 (human) enzyme inhibition; P00352; Purified ALDH1A1, NADH fluorescence, propionaldehyde substrate; Potency, µM (series often up to 75.3 µM), for the others: at the top dose activity, negative = inhibition, usual class: inhibitors; actives 7.3% (n = 220,000); AID 1030; active means well fitted inhibition curve with a large enough effect, not every such curve was filed as active; inconclusive means small, poorly fitted or top-dose-only effect, or another doubt; inactive means no such curve, though single readings can be large or run the other way;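 further: plate controls were no enzyme wells and a reference inhibitor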
GAA inh = alpha-glucosidase (human) inhibition; actives 0.005% (n = 200,000); P10253; Potency, µM (doses to about 76.9 µM), without a hit: at the top dose activity change, negative = inhibition, usual class: inhibitors; purified human GAA, 4-MU-alpha-glucoside fluorescence;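 further: plate controls were uninhibited enzyme wells for no effect and no-enzyme background for full effect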
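AC50 values come from Hill fits of compound titrations (up to 77 uM) against 4 nM human enzyme. Substrate 4-methylumbelliferyl-alpha-D-pyranoside at 400 uM, pH 5.0 citrate buffer, 20 min room temperature; fluorescence Ex 365/Em 440 after alkaline stop.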
SMN2 splice enh = SMN2 splice variant enhancement. HEK293 SMN2-luciferase splicing reporter, luminescence, 30-36 h. Potency, µM (top dose mostly 46.1 µM), for inactives: at the highest dose activity change, positive = activation, usual class: activators. actives 2.8% (n = 210,000); further: % of control where 0% means no effect; nearly all actives have a fitted effect of over 55% in size
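HEK293 cells carry an SMN2 […]–luciferase reporter in which exon 7 inclusion puts luciferase in frame. Cells were plated 10-12 h before compound addition, then incubated 30-36 h at 37C. ONE-Glo luminescence was read; sodium butyrate at 4.5 mM final served as control.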
GAA glycogen mod = GAA glycogen-cleavage inhibition or activation; P10253; recombinant GAA, glycogen substrate, Amplex Red glucose oxidase fluorescence; Potency, µM (top dose mostly 76.4 µM), for inactives: at the top dose activity change, negative = inhibition, most hits filed as inhibitors; actives 0.38% (n = 300,000);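 further: 0% = full enzyme reaction and -100% = no-enzyme basal signal; the screen sought inhibitors and activators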
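qHTS, 1536-well; enzyme 4 nM final; cpd up to 77 uM; substrate bovine liver glycogen 30 ug; 50 mM citrate/phosphate pH 5.0, 0.01% Tween-20; 37 C, 40 min; Amplex Red detection 45 min RT; Hill fit → AC50.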
Numbers without * were called inactive; ? = inconclusive; · = not tested or not shown; [ ] = dose if it differs, or a comment. Unless noted, the call rests on the fitted dose curve; in most records, active means well fitted curve in the direction sought with a large enough effect; inconclusive means small, poorly fitted or top-dose-only effect, or another doubt; inactive means no such curve, though single readings can be large; an effect the other way counts as inactive or inconclusive. Potency means the concentration at half of the fitted maximal effect.

GAA spleen mod	GLA spleen mod	ALDH1A1 block	KDM4E inh	GAA glycogen mod	GAA inh	SMN2 splice enh	GoLoco inh red	structure
-15%	0%	13%	0%	16%	11%	10%	8%	CC(=O)NC1(C(F)(F)F)C(=O)Nc2c1c(=O)[nH]c(=O)n2CC(C)C (stereo unspecified)
-2%	6%	?	0%	-6%	4%	63%	-7%	CN(N=Nc1cccc([N+](=O)[O-])c1)c1cccc([N+](=O)[O-])c1
5%	4%	?	?	-5%	5%	3.5µM*	-5%	Cn1ncc(Cl)c1C(=O)Nc1nc2ccc(Cl)cc2s1
0%	3%	12%	2%	-1%	-1%	·	8%	COc1ccc(S(=O)(=O)N2CCOCC2)cc1NC(=O)[C@@H]1CCCN1C(=O)c1cccs1
-6%	2%	8%	-5%	20%	?	-42%[inhibitor]	9%	O=C(c1ccc(S(=O)(=O)N2CCc3ccccc3C2)cc1)N1CCCCC1
-1%	2%	2%	·	·	·	-5%	13%	COCC(=O)N1CCC2(CC1)CN(C(c1ccccc1)c1ccccc1)C2
0%	10%	14%	-3%	-8%	3%	-72%[inhibitor]	2%	COc1ccc(NS(=O)(=O)c2cccc(NC(=O)c3ccc(Cl)nc3)c2)cc1
1%	-12%	-6%	-6%	·	·	6%	4%	CC(=O)NC(CC(=O)O)C(=O)O (stereo unspecified)
1%	8%	·	-27%	10%	·	·	0%	COc1ccc2c(c1OC)C(=O)N(c1ccc(C)cc1)C2
-5%	-1%	?	?	-10%	-12%	1%	-1%	COc1ccc(C2=C(C=C(C#N)C#N)C(c3ccccc3C)c3ccccc3O2)cc1OC (stereo unspecified)
-1%	-14%	·	-4%	2%	·	·	3%	COc1cc(NC(=O)c2cnc(N)o2)cc(C(=O)Nc2cccc(C(F)(F)F)c2)c1
-6%	0%	0%	-1%	-8%	2%	8%	6%	CCC(C)C(NC(=O)OCc1ccccc1)C(=O)OCN1C(=O)c2ccccc2C1=O (stereo unspecified)
-8%	-3%	?	-6%	5%	-2%	·	·	CCC[C@@H](NS(=O)(=O)c1ccc(C)cc1)C(=O)Oc1ccc2c3c(c(=O)oc2c1)CCC3
9%	-6%	-3%	·	·	·	-1%	5%	COc1ccccc1CN1CCCC2(CCN(C(=O)c3c(C)noc3C)CC2)C1
-1%	6%	·	25%	?	·	·	6%	O=C(NN=C1C2CC3CC(C2)CC1C3)c1ccccc1O
7%	8%	?	-20%	32%	-5%	-5%	-13%	CCOC(=O)C1C(=O)CC(O)(c2ccccc2)CC1c1ccccc1 (stereo unspecified)
-8%	4%	·	-8%	·	·	·	5%	COc1ccc(C2c3c(-c4ccccc4O)n[nH]c3C(=O)N2Cc2ccco2)cc1OC (stereo unspecified)
-7%	-13%	·	-10%	?	·	·	-6%	Cc1ccc(NC(=S)N/N=C2/CCCCc3ccccc32)cc1
-1%	-3%	?	9%	4%	0%	-5%	-11%	CCc1cccc(Nc2cnn(C34C[C@@H]5C[C@@H](CC(CC(=O)O)(C5)C3)C4)c(=O)c2Cl)c1
1%	-6%	5%	10%	8%	-8%	7%	9%	CC(=O)N(CC(=O)O)c1ccccc1
-2%	8%	-4%	4%	-2%	-8%	-10%	-3%	Cc1ccc(S(=O)(=O)N2CCN(C(=O)COC(=O)c3cc(C)oc3C)CC2)cc1
-7%	12%	?	6%	-4%	3%	-30%	-13%	O=C(CCCn1c(=O)[nH]c2ccsc2c1=O)NCc1cccs1
1%	3%	·	-8%	0%	·	·	1%	Cc1cc(C)n2nc(C(=O)N/N=C/c3ccco3)nc2n1
2%	0%	·	10µM*	5%	·	·	4%	COc1c(O)cccc1/C=N/NC(=O)Cn1ccnc1C
-3%	1%	-4%	1%	-1%	?	-20%	23%	C=CCNC(=S)N/N=C/c1ccc(-c2cccc([N+](=O)[O-])c2)o1
5%	2%	·	8%	1%	·	·	10%	S=C(NCCc1ccccc1)Nc1ccccc1
-15%	-1%	·	-5%	7%	·	·	18%	O=S(=O)(CCN1CCCCC1)Oc1ccc(Cl)cc1Cl
5%	14%	7%	7%	6%	-1%	8%	0%	Cc1ccc(Cl)c(NC(=O)CN2CCN(C=O)CC2)c1
0%	6%	?	?	5%[76.3 µM]	?	12%	-6%	Cc1cccc(-c2nnn3c2nc(NCCc2ccc(S(N)(=O)=O)cc2)c2ccccc23)c1
-10%	-3%	?	-17%	3%	3%	-5%	10%	CCOC(=O)c1c(NC(=O)CN(C)C)sc(C(=O)N(CC)CC)c1C
-4%	3%	-7%	-5%	·	·	1%	6%	CNc1ccnc(-c2c(C)noc2C)n1
6%	9%	-20%	-4%	-8%	?	-59%[inhibitor]	1%	Cc1cc(Nc2nnnn2-c2ccccc2)n(-c2ccc(Cl)cc2)n1
-1%	-1%	-5%	0%	4%	-4%	-11%	-2%	CC(C)n1nnnc1-c1ccc(Cl)cc1
2%	6%	10µM*	-20%	-5%	-14%	-43%[inhibitor]	9%	O=C(NC(=S)Nc1ccc(N2CCCCC2)cc1)c1ccc2c(c1)OCCO2
-12%	-13%	2%	?	-12%	-3%	1.3µM*	8%	O=C(NCc1ccccc1)c1cccc(COc2ccc3c(c2)CCC3)c1
2%	-3%	2%	·	·	·	-1%	6%	COc1ccc(NC(=O)N2CCCC3(CCN(C(C)=O)CC3)C2)cc1
2%	2%	-7%	2%	11%	-1%	-6%	6%	COc1ccc2c(c1[N+](=O)[O-])CCC/C2=N/OC(=O)c1ccccc1SC
-6%	4%	?	2%	-4%	2%	?	5%	Cc1ccccc1C(=O)NNC(=O)c1cc(N)cc([N+](=O)[O-])c1
-6%	-1%	?	-11%	·	·	-6%	2%	COc1ccc2c(c1)C(=O)[C@@H](OC(=O)NCc1ccco1)[C@H](c1ccc(OC)c(Br)c1)O2
1%	5%	22µM*	?	-1%	-1%	-70%[inhibitor]	-16%	COc1ccc(NC(=O)Cc2coc3cc(C)c(C(C)C)cc23)cc1S(=O)(=O)N1CCOCC1
0%	5%	-9%	-13%	-3%	0%	7%	7%	COC(=O)N/N=C/c1ccc(-c2cccc(Cl)c2)o1
2%	0%	?	-2%	9%	-4%	-15%	-1%	Cc1c(C(=O)NC(C)CCc2ccccc2)cccc1[N+](=O)[O-] (stereo unspecified)
-15%	-1%	-5%	-1%	0%	1%	-37%[inhibitor]	0%	COc1ccccc1NC(=O)N1CCN(c2cc(-c3ccccc3)nc3ncnn23)CC1
0%	-4%	?	-5%	10%	9%	-23%	-14%	COc1cc(NC(=O)c2cc(Cl)nnc2Cl)cc(OC)c1OC
2%	-1%	10%	18%	11%	-13%	-91%[inhibitor]	-1%	COc1ccc(CNC(=O)c2cc3c(C)nc4ccccc4c3o2)c(OC)c1
-6%	-15%	?	-4%	0%	5%	4%	4%	Cc1ccc(C)c(/C(O)=C2\C(=O)C(=O)N(CCCn3ccnc3)C2c2cccnc2)c1 (stereo unspecified)
-3%	2%	?	-11%	-1%	7%	-3%	12%	CCN1C(=O)/C(=C\N2CCN(c3ccccc3)CC2)SC1=S
3%	-2%	·	?	4%	·	·	-8%	Cc1cc(C(=O)COC(=O)c2ccc[nH]c2=O)c(C)n1-c1ccccc1F
-8%	-25%	2%	-4%	4%	-1%	-15%	-31%	OCCCn1c(-c2ccccc2)nc(=S)c2c1CCCC2
3%	3%	2%	-23%	-17%	-5%	·	5%	Cc1ccc(-n2cc(CNCCCn3ccnc3C)c(-c3ccc(F)cc3)n2)cc1

Later entries.
GAA spleen mod	GLA spleen mod	ALDH1A1 block	KDM4E inh	GAA glycogen mod	GAA inh	SMN2 splice enh	GoLoco inh red	structure
4%	10%	25µM*	·	·	·	-2%	2%	O=[N+]([O-])c1cccc(Cl)c1
6%	-2%	6%	·	·	·	3%	5%	COC(=O)N1CCC[C@@]2(CCN(C(=O)Nc3cccc(F)c3)C2)C1
·	5%	8%	-4%	5%	4%	-11%	-6%	CC(=O)c1cccc(NC(=O)CO/N=C2/CCCc3nonc32)c1
-5%	-10%	6%	-24%	-13%	-14%	·	13%	N#Cc1c(Cl)cccc1Oc1ccc(S(=O)(=O)Nc2ccccc2)cc1
0%	3%	4%	-11%	-7%	-13%	·	·	O=C1CC(c2ccco2)CC(O)=C1C=NCCO (stereo unspecified)
3%	-5%	-6%	-24%	·	·	-1%	-3%	COc1ccc(CNc2cc(-c3ccccc3CN(C)C)ncn2)c(OC)c1
1%	0%	?	-4%	-24%	-9%	-10%	12%	COc1ccc(S(=O)(=O)N2CCN(CC(=O)Nc3ccc(F)c(F)c3)CC2)cc1
2%	14%	9%	0%	-3%	-2%	-5%	-1%	C1CN(c2nc3nonc3n3nnnc23)CCO1
-3%	-2%	-6%	-8%	5%	-1%	-6%	0%	CCCCCSc1nc(C)c(CC(=O)O)c(=O)[nH]1
0%	-3%	·	6%	1%	·	·	2%	Cc1cc(C)cc(OCc2nnc(N)s2)c1
-1%	1%	?	-2%	4%	-5%	3%	-3%	Cc1ccc(C(=O)NCCCn2ccnc2)cn1
-7%	-6%	5%	-1%	11%	2%	·	-5%	C/C(=N\NC(=O)CC#N)C1COc2ccccc2O1 (stereo unspecified)
8%	4%	1%	-4%	21%	?	·	8%	Cc1cccc(OCc2nnc(SCC(=O)O)n2Cc2ccccc2)c1
-2%	-8%	4%	-6%	-7%	1%	16%	-8%	Cc1ccc(C)c(NS(=O)(=O)c2cc(C(=O)NCc3ccco3)ccc2C)c1
-4%	1%	-4%	0%	5%	6%	14%	13%	COc1cc(Cl)c(C)cc1NC(=O)COc1ccccc1[N+](=O)[O-]
1%	-7%	6%	11%	6%	2%	-6%	4%	CCOC(=O)CSc1nnc(NC(=O)NC(C)C)s1

3 of the compounds above, in markdown.
| SMILES | GAA spleen mod | GLA spleen mod | ALDH1A1 block | KDM4E inh | GAA glycogen mod | GAA inh | SMN2 splice enh | GoLoco inh red |
| --- | --- | --- | --- | --- | --- | --- | --- | --- |
| Cc1cc(C)cc(OCc2nnc(N)s2)c1 | 0% | -3% | · | 6% | 1% | · | · | 2% |
| Cc1ccc(C(=O)NCCCn2ccnc2)cn1 | -1% | 1% | ? | -2% | 4% | -5% | 3% | -3% |
| C/C(=N\NC(=O)CC#N)C1COc2ccccc2O1 (stereo unspecified) | -7% | -6% | 5% | -1% | 11% | 2% | · | -5% |

These rows are one share of the data (hit frequency here may not be typical).
